HepG2 tox = counter-screen for TGF-b inhibitors: cytotoxicity in HepG2 cells; Potency, µM (highest dose often 46.1 µM), inactives show at the highest dose activity change, negative = cytotoxicity, most hits filed as cytotoxic; HepG2 CAGA-GFP viability, ATP luminescence, 18 h; 0.76% of 410,000 active; also: potency is read from the fitted curve at half-maximal effect; some results filed as inactive show a strong effect at the top dose
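HepG2 CAGA-GFP cells (1000/well, DMEM with 1% FBS) received compound, then TGF-beta at 500 pg/mL final, and were incubated 18 hours at 37 degrees C. Viability was read by CellTiter-Glo luminescence. Media-only wells were set as complete cell-killing and DMSO as no toxicity.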
A549 tox = counter-screen for Nrf2 inhibitors: cytotoxicity in A549 cells; Potency, µM (doses to about 46 µM), for inactives: top-dose activity change, negative = cytotoxicity, usual class: inhibitors; 0.16% of 390,000 active; A549 ARE-Fluc cells, CellTiter-Fluor viability, 18-24 h; also: potency is read from the fitted curve at half-maximal effect; % is scaled to controls: 0 for no effect and ±100 for the full control effect
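Cytotoxicity counterscreen: CellTiter-Fluor fluorescence was measured in A549 ARE_Fluc cells after 18-24 h of compound exposure in a concentration series. The subsequent BugLite luminescent read reports ARE-luciferase activity.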
MCF10A rereplic = inducers of DNA re-replication in MCF 10A breast cells; 2.9% of 350,000 active; Potency, µM (top dose mostly 46.1 µM), without a hit: at the top dose activity, positive = re-replication, hits mostly activators; MCF 10A DNA re-replication, Hoechst nuclear intensity, 48 h; AID 624296; also: potency is read from the fitted curve at half-maximal effect; % of control where 0% means no effect; nearly all actives have a fitted effect of over 50% in size
ATXN2 expr inh = reduces ATXN2 reporter expression in HEK-293 cells; HEK-293 ATXN2-luciferase reporter, luminescence, 24 h; Potency, µM (highest dose often 57 µM), for the others: at the top dose activity change, negative = inhibition, actives largely listed as inhibitors; 0.72% of 360,000 active; AID 1745845; also: potency is read from the fitted curve at half-maximal effect; % is scaled to controls: 0 for no effect and ±100 for the full control effect; nearly all actives have a fitted effect of over 55% in size
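qHTS (up to 57 uM final) was run with 24 h compound exposure of reporter cells at 37 °C. Each well was multiplexed: SteadyGlo luminescence measured ATXN2-luciferase expression after a fluorogenic Gly-Phe-AFC viability readout (25 uM final).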
TGFb inhibitor = inhibitors of TGF-b signaling; HepG2 CAGA-GFP TGF-b/SMAD3 reporter, GFP fluorescence, 18 h; TGF-beta stimulated, 500 pg/mL final; 1.2% of 410,000 active; Potency, µM (doses to about 46.1 µM), without a hit: top-dose activity, negative = inhibition, usual class: inhibitors; also: potency is read from the fitted curve at half-maximal effect; % is scaled to controls: 0 for no effect and ±100 for the full control effect; nearly all actives have a fitted effect of over 65% in size
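GFP signal (ex488/em500-530) from TGF-beta-stimulated HEPG2 CAGA-GFP cells, 500 pg/mL final, 18 h at 37 degrees C in DMEM plus 1% FBS, normalized to unstimulated and DMSO-stimulated controls.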
Nrf2 activator = activators of Nrf2 (ARE) signaling | AREc32 ARE-luciferase reporter (MCF7-derived line), luminescence, 24 h | Potency, µM (series often up to 46.1 µM), inactives show top-dose activation, hits mostly activators | 0.31% of 410,000 active | AID 624171; also: potency is read from the fitted curve at half-maximal effect; % of control where 0% means no effect; nearly all actives have a fitted effect of over 65% in size
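Cells of the AREc32 ARE-luciferase line are plated in OPTI-MEM containing 5% FBS and left overnight at 37 deg C. Compounds are pinned in, incubation continues 24 hr, and firefly luciferase signal is then measured.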
ATXN viability = reduces viability in counter-screen for ATXN expression inhibitors; S2 cells (HEK-293 line with an ATXN2-luciferase reporter) viability, CellTiter-Fluor protease fluorescence, 24 h; Potency, µM (titrated, usually from 56.7 µM), most hits filed as cytotoxic; 0.49% of 400,000 active; also: potency is read from the fitted curve at half-maximal effect; nearly all actives have a fitted effect of over 40% in size
Nrf2 inh = blocks Nrf2 signaling; A549 ARE-Fluc reporter, luciferase luminescence, 18-24 h; Potency, µM (titrated, usually from 46 µM), without a hit: at the highest dose activity change, negative = inhibition, actives largely listed as inhibitors; 2.1% of 360,000 active; AID 504444; also: potency is read from the fitted curve at half-maximal effect; % is scaled to controls: 0 for no effect and ±100 for the full control effect; nearly all actives have a fitted effect of over 60% in size
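Cells were seeded and rested 2 h, then exposed to compounds for 18-24 h. CellTiter-Fluor was read first as a viability measure. BugLite was added 15 min before the final luminescent read of ARE-luciferase activity in A549 cells.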
IL1B secr inh = inflammasome signaling inhibition, IL-1 beta readout; THP-1 LPS/ATP IL-1B secretion, AlphaLISA, 16 h; hits give low values; activity change, % at 57.5 µM; 4.7% of 360,000 active; in the data active = activity change below about -50%; inconclusive = mostly about -30% to -49%; also: % is scaled to controls: 0 for no effect and ±100 for the full control effect
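THP-1 cells pretreated 1 hr with compounds (up to 57.5 uM final), then stimulated with LPS (250 ng/mL final) plus ATP (1.25 mM final); secreted IL-1B measured by AlphaLISA after 16 hr, decreased signal indicating inhibition.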
Starred values were filed as active, the others as inactive; i = inactive; ? = inconclusive; / = no result given; [ ] = another dose, or the depositor's remark. Unless noted, calls follow the shape of the dose curve; as a rule, active = well fitted curve in the direction sought with a large enough effect; inconclusive = small, poorly fitted or top-dose-only effect, or another doubt; inactive = no such curve, though single readings can be large; an effect the other way counts as inactive or inconclusive.

SMILES	TGFb inhibitor	ATXN viability	ATXN2 expr inh	MCF10A rereplic	Nrf2 activator	HepG2 tox	A549 tox	IL1B secr inh	Nrf2 inh
Cc1cc(C)c(C#N)c(Nc2ccccc2F)n1	28.6%	i	/	14.0%	8.3%	13.9%	0.0%	0.7	-9.9%
CCOC(=O)C1(CCOc2ccccc2)CCN(Cc2ccc(O)c(OCC)c2)CC1	-6.9%	i	-24.4%	?	1.8%	-33.8%	-2.3%	-88.7*	-8.8%
CC(=O)Nc1ccc(NC(=O)Cn2ccc([N+](=O)[O-])n2)cc1	1.6%	i	4.8%	12.3%	-0.6%	-0.5%	-2.2%	-0.5	-13.6%
CC(OC(=O)CN(C)S(=O)(=O)c1ccc(Cl)cc1)C(=O)Nc1cccc(Cl)c1 (stereo unspecified)	-11.5%	i	-0.6%	-0.5%	-0.1%	11.1%	-0.5%	0.0	10.7%
CCC(CO)NCc1ccc(Br)cc1 (stereo unspecified)	-1.0%	i	-26.5%	4.4%	-1.1%	2.2%	10.8%	-13.7	6.9%
Cc1ccc(N2CCN(CCc3nc4cc(NC(=O)c5ccco5)ccc4n3C)CC2)cc1	-1.8%	i	18.0%	11.5%	7.0%	-13.7%	-3.3%	2.8	-16.2%
COC(c1ccccc1)c1nnc(CCC(=O)N2CCN(Cc3cccs3)CC2)o1 (stereo unspecified)	-7.8%	i	-0.5%[11.3 µM]	-1.4%	-0.3%	1.5%	-1.6%	29.5	10.1%
CCO[C@@H]1OC(C(=O)NC2CC2)=C[C@H](C2CCCCC2)[C@H]1CCCO	-9.0%	i	5.7%	0.1%	0.8%	-27.5%	-3.3%	-20.1	1.1%
CC(C)c1ccc(S(=O)(=O)N2CCN(C(=O)c3cc(-c4ccccc4)n[nH]3)CC2)cc1	-2.0%	i	-0.1%	16.0%	0.2%	-31.4%	-6.9%	3.5	10.8%
COC(=O)c1ccccc1NC(=O)Cc1nc(-c2ccc(OC)cc2)no1	?	/	/	/	4.3%	17.8µM*	6.8%	/	23.8%
CCCN1CCC(N2CCN(c3ccc([N+](=O)[O-])cc3)CC2)CC1	11.1%	i	/	1.9%	0.9%	-17.8%	-8.2%	-0.7	3.9%
O=S(=O)([O-])CCC[n+]1ccc(Oc2ccccc2)cc1	8.7%	i	/	-0.7%	-0.4%	11.1%	-4.4%	19.4	4.2%
O=[N+]([O-])c1cc([N+](=O)[O-])c(Oc2cccc(Cl)c2Cl)cc1NN1CCCCC1	8.0%	i	8.9%	-9.2%	-0.4%	12.3%	-2.8%	19.0	5.9%
Cc1ccc(-n2nnc(-c3nsc(NC(=O)c4cccc(Cl)c4)n3)c2C)cc1C	3.1%	/	/	/	-0.4%	-12.8%	14.6%	/	3.7%
CC(C)Oc1cccc(C(=O)NC(=S)Nc2ccccc2N2CCOCC2)c1	-18.2%	i	-3.8%	7.9%	-0.9%	7.2%	1.0%	2.2	16.1%
NC(=O)CSc1nc2c(sc(=S)n2-c2ccccc2)c(=O)[nH]1	-5.2%	i	14.8%	-27.9%	-0.4%	-31.5%	-4.4%	11.6	5.9%
CCOc1ccc(NC(=O)CSc2nc3ccsc3c(=O)n2Cc2ccc(C(=O)O)cc2)cc1	-1.2%	i	/	/	0.2%	-1.1%	/	5.1	/
CC(=O)c1ccc(NC(=O)CSc2nc3c(=O)n(C)c(=O)n(C)c3n2C)cc1	-1.3%	/	/	/	-0.1%	5.6%	-5.2%	/	/
O=C(NCc1n[nH]c(=S)n1-c1cccc(Cl)c1)c1cccs1	-26.8%	i	-15.1%	-35.4%[inhibitor]	0.4%	-14.4%	-0.4%	24.9	5.3%
C=CCNC(=S)N/N=C/c1cccc([N+](=O)[O-])c1	-15.4%	i	-25.9%	-0.4%	4.2%	2.3%	-4.1%	-25.9	-27.4%
Cn1cnnc1Sc1nc2ccccc2nc1NS(=O)(=O)c1ccccc1	47.3%[activator]	i	-1.4%	?	-0.2%	-5.7%	0.6%	28.6	-0.1%
Cc1[nH]c2ccccc2c1C(=O)COC(=O)C1CCC(=O)N1 (stereo unspecified)	7.1%	i	-1.3%	-3.4%	0.1%	-0.9%	-10.4%	0.8	/
Cc1cc(/C=N/NC(=O)c2cccc(F)c2)c(C)n1-c1ccccc1	-16.1%	i	/	18.4µM*	1.0%	-24.6%	16.7%	-26.1	?
O=C(N/N=C/c1cn[nH]c1-c1ccc(F)cc1)c1ccncc1	5.6%	i	-4.7%	1.8%	-0.3%	-14.7%	2.7%	2.8	24.7%
CC(C)Cn1c(N)c(C(=O)COC(=O)c2cccn2C)c(=O)n(C)c1=O	3.5%	i	/	24.9%	-1.0%	-21.5%	13.7%	-21.1	23.1µM*

(next part)
SMILES	TGFb inhibitor	ATXN viability	ATXN2 expr inh	MCF10A rereplic	Nrf2 activator	HepG2 tox	A549 tox	IL1B secr inh	Nrf2 inh
CCc1c(C2(O)CCCCC2)[nH]c2ccc(C(=O)OC)cc12	-8.6%	i	10.8%	11.8%	7.0%	-8.0%	1.8%	3.8	4.0%
Nc1ccc(C(=O)OCC(=O)N2CCOCC2)cc1[N+](=O)[O-]	-2.6%	i	15.7%	-6.8%	-0.6%	14.2%	-1.9%	-2.1	?
O=C(CSc1nnc(-c2ccc(F)cc2)o1)N1CCN(C(=O)c2ccco2)CC1	-2.9%	i	2.4%	?	-0.4%	6.3%	-1.7%	0.0	-29.0%
CC(C)c1ccc(S(=O)(=O)N2CCN(C(=O)c3ccncc3)CC2)cc1	18.6%	i	-3.1%	1.3%	-0.8%	4.5%	-1.5%	22.2	9.0%
Cc1ccc(NC(=O)Nc2ccc3c(c2)C(=O)OC3)cc1Cl	-8.4%	i	/	-1.6%	0.8%	12.5%	0.0%	-15.5	-7.3%
O=C(CCN1C(=O)c2cccc3cccc(c23)C1=O)N1CCN(Cc2ccc3c(c2)OCO3)CC1	-6.6%	i	0.5%	-0.3%	4.4%	-1.7%	-2.8%	?	/
CCOC(=O)c1ccc(OCC(=O)c2ccc(O)cc2O)cc1	3.3%	?	6.0%	20.4%	-0.6%	-27.6%	-1.0%	20.0	?
COc1ccccc1N(C)S(=O)(=O)c1ccc(C(=O)OCC(=O)Nc2ccc(C(N)=O)cc2)cc1	26.4%	?	/	8.7%	-1.1%	-20.3%	11.8%	27.7	-3.3%
CC1CCN(S(=O)(=O)c2ccc3c(c2)N(CC(=O)NCC(C)c2ccccc2)C(=O)CO3)CC1 (stereo unspecified)	-10.7%	?	-6.0%	/	-0.6%	-5.7%	-18.6%	/	-15.2%
COc1cccc(CC2(CO)CCCN(Cc3c(C)cc(C)cc3-n3cccn3)C2)c1 (stereo unspecified)	?	?	/	3.1%	-1.0%	-45.4%	-7.3%	-9.9	12.0%
Cc1ccc(C(=O)NCCNC(=O)COc2ccccc2Cl)cn1	3.1%	i	1.9%	3.3%	-0.8%	-18.5%	2.0%	19.6	-3.0%
O=C(NCc1cccc(F)c1)c1cccc2c1C(=O)c1ccc(N3CCOCC3)cc1S2(=O)=O	-11.7%	i	-0.5%	11.0%	-1.8%	-20.1%	-6.7%	-0.1	-14.2%
COc1ccc(Cc2c(-c3ccc(F)cc3)nc3c4ccccc4ccn23)c(C)c1	?	?	45.0%[activator]	/	?	-31.6%	/	5.6	/
Cc1cc(N2CCN(C(=O)c3[nH]c(C(F)(F)F)nc3-c3ccccc3)CC2)c2ccccc2n1	?	?	-10.0%	/	-0.7%	-52.9%	/	42.6	/
COc1ncnc2c1ncn2CCCN1CCN(C(=O)C2CC2)CC1	-3.6%	i	-5.2%	/	-0.7%	2.7%	/	-0.6	/
Cc1ccc(-c2ccc(/C=C3\SC(N4CCOCC4)=NC3=O)o2)cc1	1.9%	/	-16.1%	23.1µM*	11.5%	-29.1%	?	-95.4*	-25.3%
CCN(CC)c1cc(C)c2cc(NC(=O)/C=C/c3ccc(C)cc3)ccc2n1	-1.8%	i	-18.2%	/	4.0%	-43.7%	-16.8%	/	6.8%[9.27 µM]
O=C(Nc1cccc2ncccc12)c1cc(Br)ccc1Cl	0.4%	i	-8.1%	-10.9%	?	-28.2%	0.2%	15.5	0.4%
COc1ccc(/C(C)=N/OCC(=O)N=Nc2c(O)[nH]c3ccc(Br)cc23)cc1	-2.7%	?	-21.8%	12.6%	3.0%	-11.4%	-4.2%	0.0	?
COc1cc2[nH]c(-c3cccc(F)c3)cc(=O)c2cc1OC	-7.3%	i	10.3%	?	-0.3%	-10.1%	-2.1%	38.5	6.0%
CC(=O)N(C)C1=C(N2CCOCC2)C(=O)c2ccccc2C1=O	1.58µM*	3.55µM*	1.41µM*	0.731µM*	-2.2%	0.562µM*	8.2µM*	-93.9*	0.461µM*
CC(C)CC1NC(=O)N(Cc2nc3ccccc3s2)C1=O (stereo unspecified)	-8.2%	i	5.8%	3.3%	3.1%	-24.8%	-9.0%	-15.7	2.4%
O=C(CN1c2ccccc2Sc2ccccc21)N/N=C/c1ccc(Cl)cc1	0.0%	?	7.8%	?	-0.5%	16.4%	?	-14.6	-15.4%
COc1cc(-c2coc3c(C(=O)NCc4ccc(OC)c(OC)c4)cccc23)ccc1O	?	15.8µM*	?	/	-2.8%	-58.9%	/	-5.2	/
CC(=O)Nc1cc2c(cc1Cl)-c1ccccc1C2	-2.5%	i	27.5%	11.5%	17.9%	8.0%	-4.3%	-4.8	?
COc1ccccc1-n1c(CCn2nc(C)c(Br)c2C)n[nH]c1=S	?	i	-1.3%	0.3%	-1.0%	1.8%	2.2%	13.4	6.8%
CCOc1ccc(S(=O)(=O)N/N=C2/CC(c3ccccc3)Oc3ccccc32)cc1 (stereo unspecified)	-20.9%	i	20.2%	8.3%	4.3%	-6.4%	0.6%	0.0	-29.6%
